mIAP block: mouse IAP inhibition | purified mouse IAP, CDP-Star luminescence, 30 min | inhibition, % at 10 µM | 0.2% of 330,000 active;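 active = inhibition of at least 40% at 10 µM in the primary screen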;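 also: plate controls were DMSO with enzyme for no effect and no enzyme wells for full effect; values of inactives mirror those of a sister screen read the other way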
hIAP activ: human IAP activation; purified human IAP, CDP-Star luminescence, 30 min; stronger effect = higher value; 1 = vehicle-only enzyme, 0 = enzyme-free background; activation factor at 10 µM; 0.16% of 330,000 active; AID 2524;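 active = activation factor of the enzyme at least 2-fold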; also: the source names both 10 and 20 µM as test concentration; values of inactives mirror those of a sister screen read the other way
A3A deaminase: blocks human APOBEC3A ssDNA deamination; recombinant A3A, FAM/TAMRA ssDNA deamination fluorescence; inhibition, % at 20 µM; 0.41% of 330,000 active;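 active = at least 40% inhibition at 20 µM here, with at most 30% in a related deaminase screen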;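 also: plate controls were A3A with DMSO for no effect and wells lacking A3A enzyme for full effect; some results filed as inactive read as strong as hits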
Target sequence (P31941 whole entry, looked up): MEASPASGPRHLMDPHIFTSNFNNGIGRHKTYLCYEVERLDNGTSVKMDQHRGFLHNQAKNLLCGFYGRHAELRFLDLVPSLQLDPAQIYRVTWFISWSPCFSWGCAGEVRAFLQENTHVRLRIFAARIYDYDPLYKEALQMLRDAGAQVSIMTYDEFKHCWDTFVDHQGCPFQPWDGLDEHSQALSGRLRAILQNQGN
hIAP inh: blocks human intestinal alkaline phosphatase | P09923 | purified IAP, CDP-Star luminescence, 30 min | inhibition, % at 10 µM | 0.12% of 330,000 active;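 active = inhibition reaching a set limit with compound at 10 µM in the primary screen, cut at about 35% in these data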;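 also: plate controls were DMSO wells with enzyme for no effect and no-enzyme buffer wells for full effect; values of inactives mirror those of a sister screen read the other way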
ATG4B inh: ATG4B (human) cysteine protease inhibition; Q9Y4P1; ATG4B cleavage of LC3-PLA2, NBD-HPC fluorescence, 1 h; inhibition, % at 8.33 µM; 0.51% of 340,000 active; in the data active = inhibition above about 40%
Target sequence (Q9Y4P1 whole entry, looked up): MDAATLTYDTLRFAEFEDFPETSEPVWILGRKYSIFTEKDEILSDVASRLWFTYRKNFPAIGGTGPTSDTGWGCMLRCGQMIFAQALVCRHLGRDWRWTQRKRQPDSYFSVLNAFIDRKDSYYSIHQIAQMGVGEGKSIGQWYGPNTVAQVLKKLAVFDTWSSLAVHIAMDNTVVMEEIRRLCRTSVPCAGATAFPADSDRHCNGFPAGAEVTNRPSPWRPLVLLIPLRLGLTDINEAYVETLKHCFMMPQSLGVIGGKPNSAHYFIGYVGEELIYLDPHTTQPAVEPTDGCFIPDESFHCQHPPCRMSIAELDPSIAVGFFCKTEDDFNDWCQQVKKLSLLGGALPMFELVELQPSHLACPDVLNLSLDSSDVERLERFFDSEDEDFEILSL
APOBEC3G inh: APOBEC3G (human) deaminase inhibition. recombinant A3G, ssDNA deamination FAM/TAMRA fluorescence. Q9HC16. 0.28% of 330,000 active. inhibition, % at 20 µM;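 active = inhibition of at least 40% at 20 µM, with no more than 30% in the related APOBEC3A deaminase screen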;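 also: plate controls were DMSO wells with A3G for no effect and wells lacking A3G enzyme for full effect; some compounds called inactive have numbers as strong as hits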
Target sequence (Q9HC16 whole entry, looked up): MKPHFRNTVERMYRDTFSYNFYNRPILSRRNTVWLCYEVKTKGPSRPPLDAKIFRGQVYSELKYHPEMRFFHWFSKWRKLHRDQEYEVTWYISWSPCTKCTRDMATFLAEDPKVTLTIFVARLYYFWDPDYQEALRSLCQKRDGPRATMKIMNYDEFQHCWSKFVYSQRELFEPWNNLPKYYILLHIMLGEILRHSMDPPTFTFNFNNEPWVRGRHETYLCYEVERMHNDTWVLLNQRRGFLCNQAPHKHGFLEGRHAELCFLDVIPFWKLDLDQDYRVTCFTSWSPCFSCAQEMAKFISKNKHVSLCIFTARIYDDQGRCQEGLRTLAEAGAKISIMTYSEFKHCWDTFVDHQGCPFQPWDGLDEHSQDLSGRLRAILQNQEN
MIN6 prolif: inducers of beta-cell replication in MIN6 cells; MIN6 cells proliferation, ATPlite luminescence, 48 h; cells starved in 0.2% serum; 100% = growth in 10% serum; proliferation, % at 10 µM; 0.29% of 330,000 active;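 active = compounds whose signal lies at least 3.5 SD above the mean of all wells on their plate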;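 also: 0% = DMSO-treated cells in low-serum medium and 100% = 10% serum control; some compounds called inactive have numbers as strong as hits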
mIAP activ: mouse IAP activation; muIAP, CDP-Star luminescence, 30 min; stronger effect = higher value; 1 = vehicle-only enzyme signal, 0 = enzyme-free wells; AID 2805; activation factor at 10 µM; 0.24% of 330,000 active;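 active = activation factor of at least 2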; also: the source names both 10 and 20 µM as test concentration; values of inactives mirror those of a sister screen read the other way
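Assay system: mouse IAP enzyme; reagent: chemiluminescent substrate CDP-Star; dosing: test compounds delivered from DMSO solution; schedule: 30 min at room temperature; measured by: luminescence from enzymatic CDP-Star hydrolysis; controls: DMSO-only wells and no-enzyme negative control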
MPTP block: permeability transition pore inhibition; 1.4% of 360,000 active; inhibition, % at 10 µM; isolated mouse mitochondria, Ca2+ swelling absorbance, 30 min;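 active = inhibition of 50% or more, scaled per plate between neutral and stimulator controls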;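 also: 0% = DMSO wells given calcium and 100% = 1 mM EGTA wells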
The depositor's hits bear a star.

How did CCOC1(/N=C(\C)NS(=O)(=O)c2ccc(Cl)cc2)C(C)=CC(=O)C=C1C do in these assays?
mIAP block: -5.5; hIAP activ: 1.1; A3A deaminase: -0.8; hIAP inh: -10.5; ATG4B inh: -12.6; APOBEC3G inh: -3.7; MIN6 prolif: -2.6; mIAP activ: 1.05; MPTP block: 0.6

How did CCOc1ccc(NC(=O)Cn2nnc(-c3ccccc3F)n2)cc1 do in these assays?
mIAP block: -7.1; hIAP activ: 0.914; A3A deaminase: 2.5; hIAP inh: 8.6; ATG4B inh: -4.6; APOBEC3G inh: 0.0; MIN6 prolif: -3.0; mIAP activ: 1.07; MPTP block: 1.0

What do the screens show for `Brc1cccc(CN2CCCCCCC2)c1`?
mIAP block: 6.2; hIAP activ: 0.982; A3A deaminase: -2.4; hIAP inh: 1.8; ATG4B inh: 4.5; APOBEC3G inh: -7.1; MIN6 prolif: -2.5; mIAP activ: 0.938; MPTP block: -2.2

Results for COCCn1cnc2c(c1=O)c1nc3ccccc3nc1n2/N=C/c1cccc(OC)c1 ?
mIAP block: 2.8; hIAP activ: 0.965; A3A deaminase: -0.6; hIAP inh: 3.5; ATG4B inh: -22.7; APOBEC3G inh: -0.6; MIN6 prolif: -5.5; mIAP activ: 0.972; MPTP block: 4.8

How did O=c1[nH]c(C2CCN(S(=O)(=O)c3ccccc3F)CC2)nc2c1nnn2Cc1ccc(F)cc1 do in these assays?
mIAP block: 1.6; hIAP activ: 0.731; A3A deaminase: -4.5; hIAP inh: 26.9; ATG4B inh: -18.2; APOBEC3G inh: -11.3; MIN6 prolif: 3.5; mIAP activ: 0.984; MPTP block: -1.8

How did CCc1ccc2oc(C(=O)NC3CCS(=O)(=O)C3)cc(=O)c2c1 (configuration not stated) do in these assays?
mIAP block: 1.4; hIAP activ: 0.938; A3A deaminase: -0.2; hIAP inh: 6.2; ATG4B inh: -10.8; APOBEC3G inh: -2.6; MIN6 prolif: -2.2; mIAP activ: 0.986; MPTP block: -0.9

What do the screens show for `COc1ccc(C2C(=O)N(C3CCCCC3)CC(=O)N2C2CCCCC2)cc1` (configuration not stated)?
mIAP block: -3.1; hIAP activ: 1.02; A3A deaminase: -0.3; hIAP inh: -2.5; ATG4B inh: -3.5; APOBEC3G inh: -3.6; MIN6 prolif: 3.4; mIAP activ: 1.03; MPTP block: -0.7

How did NC(=O)CCS(=O)(=O)CCN1CCCCC1 do in these assays?
mIAP block: -2.3; hIAP activ: 1.03; A3A deaminase: -2.8; hIAP inh: -3.3; ATG4B inh: -1.5; APOBEC3G inh: -10.7; MIN6 prolif: 0.1; mIAP activ: 1.02; MPTP block: -1.0

Results for Cc1cc(N2CCCC2)nc2c(C)cccc12 ?
mIAP block: 1.9; hIAP activ: 0.841; A3A deaminase: -2.5; hIAP inh: 15.9; ATG4B inh: 5.0; APOBEC3G inh: -4.2; MIN6 prolif: 1.6; mIAP activ: 0.981; MPTP block: 4.2

Results for COc1cccc(CNc2nnnn2C)c1 ?
mIAP block: -12.6; hIAP activ: 1.19; A3A deaminase: 3.3; hIAP inh: -19.1; ATG4B inh: -2.8; APOBEC3G inh: 3.3; MIN6 prolif: -3.0; mIAP activ: 1.13; MPTP block: -0.6

Results for CO/N=C(\Cn1ncc(N2CCCC2)c(Br)c1=O)c1ccc(Cl)cc1 ?
mIAP block: -5.0; hIAP activ: 1.15; A3A deaminase: -1.7; hIAP inh: -14.9; ATG4B inh: 4.2; APOBEC3G inh: -4.8; MIN6 prolif: 3.2; mIAP activ: 1.05; MPTP block: 0.1

Results for CC(Oc1ccccc1F)C(=O)/C=C/N(C)C (configuration not stated) ?
mIAP block: -4.2; hIAP activ: 0.997; A3A deaminase: -2.1; hIAP inh: 0.3; ATG4B inh: 6.3; APOBEC3G inh: -2.7; MIN6 prolif: -2.2; mIAP activ: 1.04; MPTP block: -1.8

Results for COCCCNc1nc(=S)[nH]c2cc(OC)c(OC)cc12 ?
mIAP block: 6.4; hIAP activ: 1.35; A3A deaminase: -2.1; hIAP inh: -34.7; ATG4B inh: -15.4; APOBEC3G inh: -2.7; MIN6 prolif: 0.2; mIAP activ: 0.936; MPTP block: 0.3

What do the screens show for `O=C(Nc1ccccc1F)Nc1cccc2ccc(O)cc12`?
mIAP block: 10.5; hIAP activ: 0.946; A3A deaminase: 2.1; hIAP inh: 5.4; ATG4B inh: -18.7; APOBEC3G inh: 5.6; MIN6 prolif: -5.8; mIAP activ: 0.895; MPTP block: 1.9

How did CC1CCN(C(CNS(=O)(=O)c2ccccc2)c2ccccc2)CC1 (configuration not stated) do in these assays?
mIAP block: 9.0; hIAP activ: 1.15; A3A deaminase: 2.7; hIAP inh: -15.4; ATG4B inh: -2.8; APOBEC3G inh: -4.5; MIN6 prolif: -4.6; mIAP activ: 0.91; MPTP block: -0.1

What do the screens show for `COc1ccc(CCN2CCCC(CN(C)Cc3cc(Cl)c(O)c(OC)c3)C2)cc1` (configuration not stated)?
mIAP block: -11.4; hIAP activ: 1.01; A3A deaminase: 1.6; hIAP inh: -0.8; ATG4B inh: 1.2; APOBEC3G inh: -4.9; MIN6 prolif: 0.7; mIAP activ: 1.11; MPTP block: 1.7

Results for Cc1nn(Cc2cccc(C(=O)NN)c2)c(C)c1Cl ?
mIAP block: -1.7; hIAP activ: 1.18; A3A deaminase: -1.7; hIAP inh: -18.2; ATG4B inh: -1.0; APOBEC3G inh: -4.6; MIN6 prolif: -2.9; mIAP activ: 1.02; MPTP block: 1.8

What do the screens show for `O=C1CCCC(=O)C1C1c2ccccc2CCN1C(=O)CCl` (configuration not stated)?
mIAP block: 11.9; hIAP activ: 1.03; A3A deaminase: 1.5; hIAP inh: -2.7; ATG4B inh: -4.3; APOBEC3G inh: 12.5; MIN6 prolif: -0.9; mIAP activ: 0.881; MPTP block: 0.0

How did O=C(NCCc1ccccc1)C1CC(=O)N(c2ccc3c(c2)OCCO3)C1 (configuration not stated) do in these assays?
mIAP block: -3.3; hIAP activ: 1.21; A3A deaminase: -3.4; hIAP inh: -20.7; ATG4B inh: 1.7; APOBEC3G inh: -12.7; MIN6 prolif: -5.4; mIAP activ: 1.03; MPTP block: -2.6

How did COc1ccnc(CN(C)C(=O)C2CCC(=O)N(Cc3cccc(C(F)(F)F)c3)C2)c1 (configuration not stated) do in these assays?
mIAP block: -1.6; hIAP activ: 1.08; A3A deaminase: -2.6; hIAP inh: -8.4; ATG4B inh: 3.7; APOBEC3G inh: -4.4; MIN6 prolif: -3.7; mIAP activ: 1.02; MPTP block: 0.6

Results for O=C(CSc1nc2ccccc2o1)NCC(=O)c1ccccc1 ?
mIAP block: 11.2; hIAP activ: 0.982; A3A deaminase: 0.9; hIAP inh: 1.8; ATG4B inh: 10.6; APOBEC3G inh: 11.3; MIN6 prolif: 1.6; mIAP activ: 0.888; MPTP block: 3.1

Results for COc1ccc(NS(=O)(=O)c2ccc3nc(COc4ccc(C#N)cc4)[nH]c3c2)cc1 ?
mIAP block: 9.4; hIAP activ: 0.951; A3A deaminase: 0.6; hIAP inh: 4.9; ATG4B inh: -18.9; APOBEC3G inh: -0.2; MIN6 prolif: 0.0; mIAP activ: 0.906; MPTP block: -13.8

How did CCOC(=O)C1CCN(C2CC(=O)N(c3ccc(OCC)cc3)C2=O)CC1 (configuration not stated) do in these assays?
mIAP block: -7.8; hIAP activ: 1; A3A deaminase: 3.0; hIAP inh: -0.4; ATG4B inh: 6.2; APOBEC3G inh: 2.4; MIN6 prolif: -2.0; mIAP activ: 1.08; MPTP block: -3.0

Results for CC(C)(C)N(Cc1nc(-c2ccccc2)no1)C(=O)c1ccc2c(c1)OCO2 ?
mIAP block: 4.1; hIAP activ: 0.899; A3A deaminase: -4.3; hIAP inh: 10.1; ATG4B inh: 10.5; APOBEC3G inh: -5.6; MIN6 prolif: -2.0; mIAP activ: 0.959; MPTP block: -0.8

How did O=C(O)C1C2C=CC(C2)C1C(=O)N1CCc2ccccc21 (configuration not stated) do in these assays?
mIAP block: 5.0; hIAP activ: 0.895; A3A deaminase: 3.9; hIAP inh: 10.5; ATG4B inh: -10.1; APOBEC3G inh: -3.0; MIN6 prolif: -1.1; mIAP activ: 0.95; MPTP block: 1.1

Results for CCOCCc1nnc(NC(=O)CSc2ccccc2)s1 ?
mIAP block: -0.8; hIAP activ: 1.18; A3A deaminase: -0.3; hIAP inh: -17.5; ATG4B inh: -9.8; APOBEC3G inh: -2.5; MIN6 prolif: -0.7; mIAP activ: 1.01; MPTP block: -0.7

How did COC(=O)CCCC(=O)N1CCCC(CNS(=O)(=O)c2ccc(OC)cc2)C1 (configuration not stated) do in these assays?
mIAP block: -1.5; hIAP activ: 1.15; A3A deaminase: 4.8; hIAP inh: -15.0; ATG4B inh: 3.2; APOBEC3G inh: -3.0; MIN6 prolif: -2.9; mIAP activ: 1.01; MPTP block: -1.2

What do the screens show for `COCCNC(=O)C(OC(=O)c1ccco1)c1ccccc1F` (configuration not stated)?
mIAP block: 7.9; hIAP activ: 0.94; A3A deaminase: -4.8; hIAP inh: 6.0; ATG4B inh: 6.0; APOBEC3G inh: -7.1; MIN6 prolif: -2.3; mIAP activ: 0.921; MPTP block: -1.5

How did O=C(CSc1nc2[nH]ncc2c(=O)n1-c1ccccc1Cl)N1CCCC1 do in these assays?
mIAP block: 4.9; hIAP activ: 1.1; A3A deaminase: 0.1; hIAP inh: -10.2; ATG4B inh: -4.5; APOBEC3G inh: 11.6; MIN6 prolif: 5.1; mIAP activ: 0.951; MPTP block: -2.4

Results for O=C(NCCc1ccccc1)C(=O)NCC1(c2ccccc2)CCCC1 ?
mIAP block: 10.3; hIAP activ: 0.923; A3A deaminase: -4.7; hIAP inh: 7.7; ATG4B inh: -3.0; APOBEC3G inh: -5.4; MIN6 prolif: 3.1; mIAP activ: 0.897; MPTP block: 1.1

Results for C#CCN(C(=O)c1ccc(OC)c(OC2CCN(C(C)C)CC2)c1)C1CCCCC1 ?
mIAP block: -1.7; hIAP activ: 0.998; A3A deaminase: 2.6; hIAP inh: 0.2; ATG4B inh: -3.2; APOBEC3G inh: -6.8; MIN6 prolif: 0.2; mIAP activ: 1.02; MPTP block: 0.0

What do the screens show for `CC(C)CSc1nc2ccccc2n1CC(N)=O`?
mIAP block: 3.8; hIAP activ: 1.34; A3A deaminase: 2.4; hIAP inh: -33.9; ATG4B inh: 3.6; APOBEC3G inh: -3.9; MIN6 prolif: -3.3; mIAP activ: 0.962; MPTP block: 2.1

Results for Cc1ccc(Oc2ncc(CN3CC(C)OC(C)C3)s2)cc1 (configuration not stated) ?
mIAP block: -1.3; hIAP activ: 0.936; A3A deaminase: -1.9; hIAP inh: 6.4; ATG4B inh: -10.4; APOBEC3G inh: -3.7; MIN6 prolif: -1.5; mIAP activ: 1.01; MPTP block: 1.4

Results for CCC(CC)C1C(C#N)=C(N)Oc2n[nH]c(C)c21 (configuration not stated) ?
mIAP block: -1.3; hIAP activ: 1.08; A3A deaminase: -0.2; hIAP inh: -8.1; ATG4B inh: 0.2; APOBEC3G inh: -3.6; MIN6 prolif: -3.4; mIAP activ: 1.01; MPTP block: 1.2

What do the screens show for `O=C(COc1ccccc1)NCC(=O)N/N=C/c1ccco1`?
mIAP block: -1.4; hIAP activ: 0.955; A3A deaminase: -1.1; hIAP inh: 4.5; ATG4B inh: 5.7; APOBEC3G inh: -4.9; MIN6 prolif: 0.0; mIAP activ: 1.01; MPTP block: -0.8

Results for CC(C)OC(=O)CN1C(=O)S/C(=C/c2ccc(N3CCCCC3)o2)C1=O ?
mIAP block: 18.2; hIAP activ: 0.82; A3A deaminase: -3.1; hIAP inh: 18.0; ATG4B inh: -7.0; APOBEC3G inh: -2.9; MIN6 prolif: -3.3; mIAP activ: 0.818; MPTP block: 1.3

Source: PubChem (Sanford-Burnham Center for Chemical Genomics)
